Compound activity as filed in PubChem.
Mito fusion yeast: qHTS Assay for Small Molecule Inhibitors of Mitochondrial Division or Activators of Mitochondrial Fusion. S. cerevisiae fusion-defective mutant growth rescue, CellTiterGlo 48 h. Potency, µM (doses to about 46.1 µM), for the others: top-dose growth rescue (activation), actives largely listed as activators. 0.23% of 320,000 active;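 also: potency is read from the fitted curve at half-maximal effect; % of control where 0% means no effect; nearly all actives have a fitted effect of over 45% in size; temperature-sensitive fusion mutants such as fzo1-1 at 37 °C on non-fermentable ethanol glycerol medium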
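Temperature-sensitive fusion-defective S. cerevisiae (e.g. fzo1-1, mgm1-5) were grown with compound in YPEG medium (3% ethanol, 3% glycerol) for 48 hours at 37C. Growth rescue was measured as viability by CellTiterGlo luminescence after 10 minutes at ambient.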
CXXC DNA block: qHTS Fluorescence Polarization Assay for Inhibitors of MLL CXXC domain - DNA interaction; 0.037% of 290,000 active; MLL-CXXC / FITC-HOXA9 DNA fluorescence polarization; AID 2662, 2010; Potency, µM (top dose mostly 115 µM), for inactives: top-dose activity change, negative = inhibition, usual class: inhibitors; Histone-lysine N-methyltransferase 2A (Homo sapiens), Q03164; active = well fitted inhibition curve with a large enough effect in the polarisation, with a control signal flat, not every such curve was filed as active; inconclusive = small, poorly fitted or top-dose-only effect, or effect the other way, or a change in a side signal; inactive = no such curve, though single readings can be large or run the other way; the % refers to the polarisation; also: potency is read from the fitted curve at half-maximal effect
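Steps: dispense CXXC domain solution (7 uM) → pin compounds or unlabeled HOX-A9 DNA control → 5 min ambient → add FLSN-HOX-A9 solution (50 nM) → spin → 30 min ambient → fluorescence polarization. Tris pH 7.5/NaCl/DTT/BSA buffer.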
MBNL1-CUG inh: qHTS Assay for Inhibitors of MBNL1-poly(CUG) RNA binding; Muscleblind-like protein 1 (Homo sapiens), Q9NR56; TR-FRET MBNL1-His/biotin-(CUG)12 binding, 665/545 ratio; Potency, µM (doses to about 57.5 µM), for inactives: at the highest dose activity change, negative = inhibition, actives largely listed as inhibitors; AID 2675, 2010; 0.036% of 280,000 active; active = well fitted inhibition curve with a large enough effect in the signal ratio, with a control signal flat, not every such curve was filed as active; inconclusive = small, poorly fitted or top-dose-only effect, or effect the other way, or a change in a side signal; inactive = no such curve, though single readings can be large or run the other way; the % refers to the signal ratio; also: potency is read from the fitted curve at half-maximal effect; % is scaled to controls: 0 for no effect and ±100 for the full control effect
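His-tagged MBNL1 binding to biotinylated (CUG)12 RNA was measured by TR-FRET using terbium anti-His antibody (0.055 ng/ul final) and streptavidin-XL665 (5 nM final). Compounds were titrated 92 nM to 58 uM; 60 min at room temperature.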
ASM inhibitor: Inhibitors of Secretory Acid Sphingomyelinase (S-ASM): qHTS; placental ASM, HMU-PC fluorogenic substrate, 60 min; Potency, µM (doses to about 57.5 µM), inactives show at the top dose activity change, negative = inhibition, most hits filed as inhibitors; AID 504937, 2011; 0.006% of 340,000 active; also: potency is read from the fitted curve at half-maximal effect
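HMU-PC0 cleavage (9 uM final) by human placental ASM, 60 min at 37 °C following 10 min compound exposure at RT; stopped at pH 10, fluorescence Ex 386/Em 447 nm.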
TSHR antagonist: Antagonists of the Thyroid Stimulating Hormone Receptor: HTS campaign; 0.2% of 330,000 active; Thyrotropin receptor (Homo sapiens), P16473; TSHR-expressing cells, TSH-stimulated cAMP HTRF, 2 h; stronger effect = lower value; activity change, negative = inhibition, % at 11.5 µM; AID 504810, 2011;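 active = activity change below a set negative limit, meaning inhibition stronger than a set level, cut at about -70% in these data; inconclusive = activity change between two set negative limits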; also: % is scaled to controls: 0 for no effect and ±100 for the full control effect
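Read-out is FRET at 665 nm (cryptate excitation 337 nm) from a cryptate-tagged anti-cAMP antibody, competed by cell cAMP against cAMP-d2. Compounds are tested on freshly harvested TSHR cells challenged with 4nM TSH (EC80) for 2 hours at 37 deg C.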
PTAP TSG101 blk: qHTS Assay for Iinhibitors of HIV-1 Budding by Blocking the Interaction of PTAP/TSG101; AID 493005, 2010; Potency, µM (top dose mostly 115 µM), without a hit: top-dose activity change, negative = inhibition, usual class: inhibitors; Tumor susceptibility gene 101 protein (Homo sapiens), Q99816; 340,000 tested, under 10 active; Fluorescence polarization, FITC-PTAP peptide / Tsg101 binding; active = well fitted inhibition curve with a large enough effect in the main read-out, with a control signal flat, not every such curve was filed as active; inconclusive = small, poorly fitted or top-dose-only effect, or effect the other way, or a change in a side signal; inactive = no such curve, though single readings can be large or run the other way; also: potency is read from the fitted curve at half-maximal effect; % of control where 0% means no effect
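Tsg101 binding domain (10 uM final) was mixed with compound and a FITC-labeled PTAP peptide (50 nM final) in HEPES pH 7.5 buffer with NaCl, Tween 20, EDTA and TCEP; fluorescence polarization was read after 20 min at r.t.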
TCR act: Activators of T cell receptors: qHTS campaign; 330,000 tested, under 10 active; Potency, µM (titrated, usually from 9.22 µM), for inactives: top-dose activation of IL-2 secretion, most hits filed as activators; primary human leukocytes, anti-CD3, IL-2 HTRF, 48 h; also: % of control where 0% means no effect
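Primary human leukocytes receive a-CD3 beads and test compound and are incubated 48 hr. Secreted IL-2 is then assayed by HTRF, measuring 665nm acceptor emission after 320nm excitation of the europium donor.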
Integrin act MD: qHTS for Activators of Integrin-Mediated Alleviation for Muscular Dystrophy | 0.064% of 350,000 active | Potency, µM (highest dose often 38.3 µM), for inactives: at the highest dose activation, hits mostly activators | alpha7betagal myoblasts, beta-gal FDG fluorescence, 48 h;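 also: potency is read from the fitted curve at half-maximal effect; 100% = response of the positive control SU9516; nearly all actives have a fitted effect of over 60% in size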
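Alpha7betagal+/- myoblasts (passage 13) were plated 16-24 hr, then exposed to compounds (1:260 dilution of DMSO stock) for 48 hours at 37C. After MPER lysis, β-galactosidase reporter activity was read as FDG fluorescence (ex 480/em 540) after 30 minutes.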
Menin MLL FP TR: qHTS Assay for Inhibitors Targeting the Menin-MLL Interaction in MLL Related Leukemias: Competition With Texas Red Labeled MLL-derived Mutant Peptide. Menin + Texas Red MLL mutant peptide, fluorescence polarization. Potency, µM (titrated, usually from 61.6 µM), for the others: at the highest dose FP activity change, negative = inhibition, actives largely listed as inhibitors. 0.23% of 270,000 active. AID 1768, 2009; active = well fitted inhibition curve with a large enough effect in the polarisation, with a control signal flat, not every such curve was filed as active; inconclusive = small, poorly fitted or top-dose-only effect, or effect the other way, or a change in a side signal; inactive = no such curve, though single readings can be large or run the other way; the % refers to the polarisation; also: potency is read from the fitted curve at half-maximal effect; % of control where 0% means no effect; many of its hits are not listed in these tables
A-T KAP1 phos: qHTS Assay for Identifying a Potential Treatment of Ataxia-Telangiectasia | Potency, µM (highest dose often 57.5 µM), inactives show top-dose activation, most hits filed as activators | […] A-T fibroblasts, KAP-1 phosphorylation AlphaLISA; neocarzinostatin DNA damage 30 min before lysis | 0.19% of 320,000 active; also: potency is read from the fitted curve at half-maximal effect; % of control where 0% means no effect; nearly all actives have a fitted effect of over 45% in size
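hTERT-immortalized A-T patient fibroblasts ([…]), 500 cells/well in OPTI-MEM, 1% FBS, got compounds for 60 min, then NCS for 30 min at 37C. Lysates were then assayed for phospho-KAP-1 by AlphaLISA (anti-pKAP1 donor, anti-KAP1 acceptor beads), 6 hr at 25C.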
* marks the source's active call; other numbers are inactive results; u = inconclusive; x = not tested or not shown; [ ] = dose if it differs, or a comment. Unless noted, calls follow the shape of the dose curve; as a rule, active = well fitted curve in the direction sought with a large enough effect; inconclusive = small, poorly fitted or top-dose-only effect, or another doubt; inactive = no such curve, though single readings can be large; an effect the other way counts as inactive or inconclusive.

SMILES	Mito fusion yeast	CXXC DNA block	MBNL1-CUG inh	ASM inhibitor	TSHR antagonist	PTAP TSG101 blk	TCR act	Integrin act MD	Menin MLL FP TR	A-T KAP1 phos
COc1ccc(Cl)cc1NC(=S)Nc1ccc(Cl)cn1	-3%	3%	1%	3%	-4	-6%	-8%	-27%	9%	-2%
CC(=O)Nc1ccc(NC(=O)CSc2nnc(NC(=O)C3CC(=O)N(c4ccccc4)C3)s2)cc1 (stereo not drawn)	-2%	0%	-4%	6%	11	-3%	-3%	15%	x	16%
COc1ccccc1OCc1ccc(C(=O)NC2CCCCC2)o1	3%	8%	-1%	8%	-7	-4%	11%	-12%	-8%	11%
O=C(Nc1ccc(C(F)(F)F)cc1)c1cccc(-n2cnnn2)c1	-1%	x	x	-19%	-5	-3%	1%	-20%	x	-9%
COC(=O)c1sc(C(F)(F)F)c(-c2ccccc2)c1S(=O)(=O)NC(C)(C)C	-4%	0%	x	-5%	-6	-11%	5%	u	x	-1%
CCNC(=S)NNC(=O)c1ccc(S(=O)(=O)NCc2ccco2)cc1	x	x	x	0%	-1	0%	18%[46.1 µM]	-11%	x	4%
COc1cc(CNCc2ccc(Br)cc2)cc(OC)c1	-11%	2%	-3%	-1%	-2	-1%	-3%	5%	-24%	37%
COc1ccc(S(=O)(=O)N/N=C(/C)c2ccco2)cc1	0%	-28%	-14%	3%	50	-7%	3%	-17%	x	6%
N#Cc1nc(-c2ccccc2)oc1NCCCn1ccnc1	18%	-11%	-2%	0%	1	0%	2%	-34%	-18%	-6%
Cc1ccnc(N/N=C/c2ccccc2)n1	-4%	4%	5%	0%	11	2%	-3%[46.1 µM]	31%	13%	-6%
COc1cccc(-c2nc(N3CCC(C)CC3)c3ccccc3n2)c1O	3%	-23%	-1%	u	26	-1%	-3%	21%	1%	25%
CCCCCCCCOC(=O)c1cc([N+](=O)[O-])c(Sc2ncnc3nc[nH]c23)c([N+](=O)[O-])c1	x	x	x	u	x	u	-6%	-56%[inhibitor]	x	x
O=C(COC(=O)Cc1ccc(Cl)cc1)NCc1ccc(F)cc1	3%	x	x	4%	5	-1%	13%	-7%	x	-11%
C=CCNc1nc(C(=O)OCC(=O)c2ccc(OC)cc2OC)cs1	8%	x	x	3%	-3	-7%	1%	6%	x	-9%
CCC1(c2ccc(F)cc2)NC(=O)NC1=O (stereo not drawn)	3%	-4%	0%	-3%	-7	-8%	4%	-8%	27%	-2%

Sorted by molecular weight (rising): some entries from above.
SMILES	Mito fusion yeast	CXXC DNA block	MBNL1-CUG inh	ASM inhibitor	TSHR antagonist	PTAP TSG101 blk	TCR act	Integrin act MD	Menin MLL FP TR	A-T KAP1 phos
COc1cc(CNCc2ccc(Br)cc2)cc(OC)c1	-11%	2%	-3%	-1%	-2	-1%	-3%	5%	-24%	37%
COC(=O)c1sc(C(F)(F)F)c(-c2ccccc2)c1S(=O)(=O)NC(C)(C)C	-4%	0%	x	-5%	-6	-11%	5%	u	x	-1%
CCCCCCCCOC(=O)c1cc([N+](=O)[O-])c(Sc2ncnc3nc[nH]c23)c([N+](=O)[O-])c1	x	x	x	u	x	u	-6%	-56%[inhibitor]	x	x

(more compounds)
SMILES	Mito fusion yeast	CXXC DNA block	MBNL1-CUG inh	ASM inhibitor	TSHR antagonist	PTAP TSG101 blk	TCR act	Integrin act MD	Menin MLL FP TR	A-T KAP1 phos
COc1ccc(NC(=O)CN(C)C(=O)C2=COCCO2)cc1	-5%	x	x	2%	14	-1%	5%	12%	x	-1%
CCOc1ccc(C(=O)NCc2ccco2)cc1Cl	-2%	11%	-7%	7%	17	2%	10%	7%	-11%	8%
O=C(NCCCc1ccncc1)C1CCC(=O)N(Cc2cccc(C(F)(F)F)c2)C1 (stereo not drawn)	2%	9%	1%	2%	-4	x	5%	0%	x	12%
CCN(CC)C(=O)[C@H]1CC(CC(=O)NCc2ccco2)C(=O)N2CCc3c([nH]c4ccc(OC)cc34)[C@]12C (stereo partly drawn)	x	x	x	-5%	6	-2%	0%[46.1 µM]	-3%	x	5%
O=C(CCN1CCOCC1)NNC(=O)Nc1cccc([N+](=O)[O-])c1	3%	u	u	1%	5	1%	-13%	3%	-13%	7%
COc1ccccc1Nc1nc(-c2sc(NC(=O)c3cccc(Cl)c3)nc2C)cs1	0%	4%	278%[activator]	x	-2	x	x	x	u	12%
CC1CCCCN1CC(O)COCCC12CC3CC(CC(C3)C1)C2 (stereo not drawn)	-2%	17%	0%	-1%	10	-4%	2%	-54%[inhibitor]	u	1%
Cc1cc(C(=O)NNC(=S)NC2CCCCC2)cs1	-10%	13%	4%	1%	-4	1%	-1%	-28%	x	20%
CC1(C)CC(=O)C(C=Nc2ccc(Cl)cn2)=C(O)C1	2%	2%	-1%	3%	6	-2%	4%	12%	11%	0%
CCCS/C(N)=N/N=C/c1cc(C)ccc1O	1%	13%	2%	7%	-16	-2%	-2%	8%	-1%	0%
O=C(COC(=O)c1nc(Cl)ccc1Cl)Nc1ccccc1OC(F)F	-4%	0%	3%	2%	-10	-1%	1%	-33%	12%	-6%
N#CCC(=O)N/N=C/c1ccccc1Cl	5%	2%	10%	1%	20	0%	6%	-33%	-1%	2%
Cc1ccc(S(=O)(=O)N(CC(=O)N2CCOCC2)c2ccccc2F)cc1	11%	-1%	0%	0%	-9	-5%	-13%	-2%	-6%	10%
COc1cccc2cc(-c3nnc(SCC(=O)Nc4ccc(NC(C)=O)cc4)n3C)oc12	-5%	15%	2%	-2%	2	0%	-2%	13%	x	-8%
COc1ccc(-c2cc(C(=O)O)sc2C)cc1	3%	12%	-7%	5%	-19	-3%	7%	-26%	4%	2%

As entered above.
Cc1ccc(S(=O)(=O)N(CC(=O)N2CCOCC2)c2ccccc2F)cc1 – MBNL1-CUG inh: 0%
CCNC(=S)NNC(=O)c1ccc(S(=O)(=O)NCc2ccco2)cc1 – A-T KAP1 phos: 4%

(list continues)
SMILES	Mito fusion yeast	CXXC DNA block	MBNL1-CUG inh	ASM inhibitor	TSHR antagonist	PTAP TSG101 blk	TCR act	Integrin act MD	Menin MLL FP TR	A-T KAP1 phos
COc1ccc(NC(=O)[C@H](Cc2c[nH]c3ccccc23)NC(=O)[C@@H]2Cc3ccccc3CN2)cc1	-3%	25%	-2%	42%	-1	0%	1%	3%	12%	-3%
CN(C)C(=O)c1coc2nc3ccccc3nc12	-10%	-12%	u	x	-16	-2%	1%	u	x	-6%
COc1ccc(OC)c(CNC(=O)CCN2C(=O)COc3ccccc32)c1	-3%	-7%	3%	1%	12	1%	2%	0%	19%	-1%
CCN1CCN(S(=O)(=O)c2ccc3ccccc3c2)CC1	2%	-2%	14%	-1%	-10	-5%	x	9%[7.66 µM]	-4%	x
O=C1CC(c2ccccc2Cl)Cc2c1cnn2-c1nc2ccccc2s1 (stereo not drawn)	19%	6%	16%	x	19	x	2%[46.1 µM]	x	-24%	6%
O=C(c1ccc(Cl)s1)N1CCOCC1	-2%	-3%	-2%	4%	4	-4%	x	15%	-4%	0%
O=C(C1CCN(S(=O)(=O)c2cccc3cccnc23)CC1)N1CCN(c2ccccc2)CC1	7%	-1%	-2%	-3%	11	1%	-4%	0%	8%	-7%
CCC(C(=O)NCc1ccc(F)cc1)n1nc(C)n2c(cc3occc32)c1=O (stereo not drawn)	8%	1%	3%	0%	-2	1%	-7%	-34%	-11%	-6%
CN(c1ccc(C(=O)N2CCCCC2)cc1)S(=O)(=O)c1cccs1	2%	36%[activator]	-3%	5%	14	14%	2%	-7%	3%	3%
CCOC(=O)c1sc(NC(=O)C2CCCCC2)nc1C	x	x	x	-1%	x	-2%	0%	-10%	x	x

A portion of the library; rates above refer to the full screens.
